GRP78 ERSR act = inducers of ER stress response in human glioma cells; 420,000 tested, 0.02% active; U87-MG GRP78 promoter luciferase reporter, 16 h; Potency, µM, for the others: top-dose activation, usual class: activators; further: potency means the concentration at half of the fitted maximal effect; series mostly up to about 76 µM; % of control where 0% means no effect; nearly all actives have a fitted effect of over 35% in size
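Stably transfected U87-MG glioma cells carrying a GRP78-based luciferase sensor; 16 h compound incubation. Luminescence end-point read 10 min after Bright-Glo addition at room temperature.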
ALOX12 inh = blocks human arachidonate 12S-lipoxygenase; purified 12hLO, xylenol orange hydroperoxide absorbance; Potency, µM (highest dose often 108 µM), for the others: top-dose activity change, negative = inhibition, usual class: inhibitors; 580,000 tested, 1.1% active; further: potency means the concentration at half of the fitted maximal effect; on the % scale 0 is the no-effect control and ±100 the full control effect
Target sequence (P18054 whole entry, looked up): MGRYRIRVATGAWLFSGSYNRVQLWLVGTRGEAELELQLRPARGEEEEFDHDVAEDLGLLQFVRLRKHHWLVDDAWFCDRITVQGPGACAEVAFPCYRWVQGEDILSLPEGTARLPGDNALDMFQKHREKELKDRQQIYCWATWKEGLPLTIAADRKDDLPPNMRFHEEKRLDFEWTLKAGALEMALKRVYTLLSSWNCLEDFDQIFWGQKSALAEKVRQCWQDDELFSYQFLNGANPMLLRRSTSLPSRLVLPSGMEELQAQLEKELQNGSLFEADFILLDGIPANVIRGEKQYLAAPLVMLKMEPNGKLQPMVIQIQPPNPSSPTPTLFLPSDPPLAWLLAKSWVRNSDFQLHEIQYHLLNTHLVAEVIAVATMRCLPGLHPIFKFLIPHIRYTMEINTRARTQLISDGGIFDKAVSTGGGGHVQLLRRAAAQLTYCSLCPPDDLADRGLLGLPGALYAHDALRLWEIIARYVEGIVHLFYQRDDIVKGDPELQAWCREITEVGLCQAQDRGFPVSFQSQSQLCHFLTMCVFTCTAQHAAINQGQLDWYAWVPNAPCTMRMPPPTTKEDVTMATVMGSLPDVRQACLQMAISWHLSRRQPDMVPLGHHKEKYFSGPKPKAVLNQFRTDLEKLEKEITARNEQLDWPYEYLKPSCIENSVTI
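Hydroperoxide product was detected by ferrous iron/xylenol orange as the 573 to 405 nm absorbance ratio. Arachidonic acid at 40 uM (final) was turned over for 30 min at room temperature by 150 nM human 12hLO, pH 7.0 Hepes buffer, after 15 min compound preincubation.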
ERG-DNA inh = blocks human ERG Ets domain binding to DNA; Potency, µM (titrated, usually from 76.9 µM), for the others: top-dose FP activity, negative = inhibition, usual class: inhibitors; AID 624246; fluorescence polarization, His-ERG Ets domain / labelled DNA; 370,000 tested, 0.028% active; P11308; active means well fitted inhibition curve with a large enough effect in the polarisation, with a control signal flat; inconclusive means small, poorly fitted or top-dose-only effect, or effect the other way, or a change in a side signal; inactive means no such curve, though single readings can be large or run the other way; the % refers to the polarisation;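 further: polarization taken with two DNA probes labelled with fluorescein and Texas red; potency means the concentration at half of the fitted maximal effect; % of control where 0% means no effect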
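His-tagged ERG Ets domain (1 uM in the protein solution; 300mM KCl, 50mM Tris-HCl, 1mM EDTA, 1mM DTT, pH 7.5) received compound, then a probe mix of 5 nM fluorescein-DNA and 100nM Texas-615-DNA. Fluorescence polarization was read for both dyes.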
Vif-APOBEC3F blk = inhibitors of Vif-A3F interaction; HeLa A3F-eYFP + Vif (tagged APOBEC3F with the HIV-1 protein that degrades it), YFP fluorescence increase; Potency, µM (series often up to 46.1 µM), for the others: at the highest dose activity, negative = active; 390,000 tested, 0.2% active; further: potency means the concentration at half of the fitted maximal effect; % of control where 0% means no effect; nearly all actives have a fitted effect of over 65% in size
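Fluorescence increase (Ex 488/Em 500-530) after overnight compound treatment at 37 deg C flags inhibition of Vif-driven A3F-eYFP loss in stable HeLa A3F-eYFP/Vif cells seeded overnight beforehand.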
Vif-APOBEC3G blk = Vif-A3G binding inhibition | Potency, µM (doses to about 46.1 µM), for inactives: top-dose activity, negative = active, actives largely listed as inhibitors | HeLa A3G-eYFP + Vif (tagged APOBEC3G with the HIV-1 protein that degrades it), YFP fluorescence, overnight | AID 602310 | 410,000 tested, 0.076% active | Q9HC16;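 further: potency means the concentration at half of the fitted maximal effect; on the % scale 0 is the no-effect control and ±100 the full control effect; nearly all actives have a fitted effect of over 60% in size; hits raise eYFP signal because A3G escapes Vif-driven loss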
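HeLa cells stably expressing Vif and C-terminally eYFP-tagged A3G, seeded overnight at 37 deg C, then exposed to compound by pintool overnight at 37 deg C. Rise in yellow fluorescence (Ex 488/Em 500-530, Acumen) marks blocked Vif-driven A3G degradation.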
RGS4 inh = human RGS4 inhibition | Potency, µM (doses to about 114 µM), for the others: top-dose activity change, negative = inhibition, hits mostly inhibitors | 390,000 tested, 0.039% active | Transcreener GDP fluorescence polarization, RGS4-accelerated GTP hydrolysis; further: potency means the concentration at half of the fitted maximal effect; on the % scale 0 is the no-effect control and ±100 the full control effect; nearly all actives have a fitted effect of over 75% in size; some results filed as inactive show a strong effect at the top dose
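MLSMR compounds (23 nl, pin-transferred) preincubated 10 min at room temperature with a 500nM (2x) first reagent, then RGS4 at 900nM (2x) plus Transcreener GDP mix added; fluorescence polarization (620/688 nm) read before and after 90 min at 30 °C.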
D2 ag = D2 dopamine receptor (human) agonism. P14416. HEK293 T-REx D2 cells, calcium flux agonist mode. activation, % at 2 µM. 340,000 tested, 0.53% active;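 active means activation over 3 SD above normal in the single-dose calcium agonist read, cut at about 30% in these data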; further: 0% is about no effect
Target sequence (P14416 whole entry, looked up): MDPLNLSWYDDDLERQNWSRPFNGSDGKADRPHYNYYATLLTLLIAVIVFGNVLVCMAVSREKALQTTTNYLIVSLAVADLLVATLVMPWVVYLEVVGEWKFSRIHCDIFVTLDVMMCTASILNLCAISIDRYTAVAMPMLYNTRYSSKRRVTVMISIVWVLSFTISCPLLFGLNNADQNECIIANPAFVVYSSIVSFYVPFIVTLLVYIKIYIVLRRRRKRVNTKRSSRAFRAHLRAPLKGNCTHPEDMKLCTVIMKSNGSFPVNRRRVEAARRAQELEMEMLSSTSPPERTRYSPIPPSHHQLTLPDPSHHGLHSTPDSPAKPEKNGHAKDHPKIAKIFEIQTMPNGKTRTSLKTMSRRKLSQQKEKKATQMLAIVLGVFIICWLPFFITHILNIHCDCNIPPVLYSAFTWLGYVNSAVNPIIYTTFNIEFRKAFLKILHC
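Agonism is scored from calcium flux in a force-coupled, inducible HEK293 cell line expressing D2, read kinetically for 180 s after compound addition against dopamine controls.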
D2 antag = antagonists of human D2 dopamine receptor; P14416; HEK293 TREx D2 cells, calcium flux, dopamine EC80; inhibition, % at 10 µM; 340,000 tested, 2% active; AID 485344; in the data active means inhibition above about 30%; further: 0% is about no effect
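Read-out: kinetic calcium fluorescence (1 cycle/s) in inducible HEK293 T-REx D2 cells after an EC80 dopamine addition that followed 180 s compound preincubation. Loss of the dopamine response indicates antagonism.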
LDHA inh = blocks human lactate dehydrogenase A; 480,000 tested, 0.15% active; purified LDHA, NADH/diaphorase-resazurin fluorescence; stronger effect = lower value; activity change, % (values are at about 110 or 230 µM); P00338; in the data active means activity change below about -30%; inconclusive means mostly about -25% to -30%;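 further: plate controls were DMSO wells for no effect and wells without enzyme for full effect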
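Human LDH5 at 2 nM final in Tris HCl pH 7.4 with 0.06 mM NADH and 0.2 mM pyruvate, reacted 5 minutes at room temperature. Remaining NADH coupled via diaphorase/resazurin; resorufin fluorescence read at 0 and 20 minutes, normalized to enzyme-free and DMSO wells.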
* hit, by the source's call; ? = inconclusive; . = not tested or not shown; [ ] = another dose, or the depositor's remark. Unless noted, the call rests on the fitted dose curve; in most records, active means well fitted curve in the direction sought with a large enough effect; inconclusive means small, poorly fitted or top-dose-only effect, or another doubt; inactive means no such curve, though single readings can be large; an effect the other way counts as inactive or inconclusive.

SMILES | GRP78 ERSR act | ALOX12 inh | ERG-DNA inh | Vif-APOBEC3F blk | Vif-APOBEC3G blk | RGS4 inh | D2 ag | D2 antag | LDHA inh
Cc1nc(NC(=O)c2cc3c(C)nn(-c4ccccc4)c3s2)sc1C(=O)Nc1ccccc1 | -5% | 0% | -5% | 3% | -2% | 5% | 0.0 | -2 | -5
COc1ccc(OCc2cccc(C(=O)N3CCCC3)c2)cc1 | -13% | -11% | -8% | 0% | -7% | -16% | -0.2 | -20 | 2
COC(=O)C1=C(NC(=O)c2cccc(OC)c2)CCS1 | -6% | 0% | 0% | -7% | -1% | -10% | . | . | 0
Cc1nnc(SCC(=O)NC(=O)NC2CCCC2)n1N | -4% | 477%[activator] | 0% | -2% | -7% | 4% | -0.4 | -6 | -13
COC(=O)c1ccc(Cl)c(S(=O)(=O)N2CCCC2)c1 | -2% | -5% | -6% | 21% | 1% | 4% | -1.7 | -15 | -4
CCOc1ccc(C(=O)NCCc2cnc[nH]2)cc1 | -4% | 6% | -2% | -16% | -3% | 6%[56.9 µM] | 0.1 | -12 | 0
Cc1ccc(CNC(=O)c2ccc3c(=O)n(CCCN4CCCC4=O)c(=S)[nH]c3c2)cc1 | -2% | 0% | 5% | -8% | 1% | 37% | -1.2 | 5 | 0
Cc1ccc(C)c(NC(=S)NC23CN4CN(CN(C4)C2)C3)c1 | -1% | -2% | 0% | -26% | 3% | 0% | 0.0 | 5 | -6
O=C(Nc1cccc(-n2cnnn2)c1)c1cc(Cl)ccc1Cl | 12% | -1% | 1% | 2% | -1% | -1% | -0.4 | 11 | -2
CCOc1ccc(CN2CCN(Cc3cnc(-c4ccccc4)s3)CC2CCO)cc1 (centres undefined) | -3% | -3% | 3% | -4% | 1% | 19% | 0.1 | 10 | -1
CN(Cc1ccccc1)C(=O)c1cccc(NC(=O)Cc2cccc(NC(=O)C3CCN(C(=O)C4CCC4)CC3)c2)c1 | -2% | -1% | -9% | 5% | 1% | 1% | . | . | -3
CCOC(=O)/C=C1\SCC(=O)N1CC(=O)NCCOC | -4% | -7% | 3% | -6% | 2% | -15% | 0.3 | -1 | -5
CC(C)=CCc1c(-c2ccc(O)cc2O)oc2c3c(cc(O)c2c1=O)OC(C)(C)C=C3 | -10% | . | -4% | -10% | -6% | 2% | . | . | 1
CC(=O)Nc1ccc(NC(=O)Cc2sc(C)nc2-c2ccc(C)cc2)cc1 | -3% | -22% | 12% | -12% | 3% | 7% | 0.0 | -8 | -3
CC1(C)N([O-])C2=C(CCCC2)[N+]1=O | -5% | -3% | -2% | -6% | 6% | -23% | -0.1 | -15 | 9
COc1ccc(/C=N/Nc2nc(N3CCCC3)nc(N3CCCC3)n2)c(OC)c1OC | -1% | 15% | -5% | -11% | 0% | -2% | 1.4 | 19 | -4
Cc1cc(S(=O)(=O)N2CCOCC2)ccc1OCC(=O)NCC1CCCO1 (centres undefined) | 0% | 18% | 2% | 4% | 0% | -12% | 1.8 | 4 | -10
CCOC(=O)CNC1CC(=O)N(c2cccc(Cl)c2)C1=O (centres undefined) | -3% | 19% | . | -5% | -7% | 6% | 1.3 | -11 | -6
O=c1[nH]c2cc3c(cc2cc1CN(Cc1cccnc1)C(=S)NCc1ccco1)OCCO3 | 5% | -5% | 6% | ? | -16% | -26% | -0.5 | 2 | 0
COc1cccc(OCC(=O)NNC(=S)Nc2ccc(Cl)cc2Cl)c1 | 1% | ? | 0% | -3% | -5% | ? | 0.1 | 2 | -3
Cc1cccc(C)c1NC1=NCCCCC1 | 7% | 5% | 5% | 15% | 0% | -12% | -0.1 | 30 | -2
CN1CCN(Cc2nc3ccccc3c(=O)n2Cc2nc(-c3cccc([N+](=O)[O-])c3)cs2)CC1 | -3% | -18% | 16% | -5% | 0% | -37% | . | . | 1
CC(=O)NS(=O)(=O)c1ccc(NS(=O)(=O)c2ccc3ccccc3c2)cc1 | -8% | -9% | -1% | 24% | -6% | 1% | 0.1 | -7 | -3
COc1ccccc1/C=N/Nc1nncc2ccccc12 | 8% | 10% | 2% | -9% | -2% | 15% | -1.5 | 11 | -8
COc1ccc(-c2ccnc(SCC(=O)c3ccc(Cl)cc3)n2)cc1 | -2% | -4% | -1% | 8% | -5% | 0% | 6.5 | 8 | -4
O=C(c1cc(-c2ccc(Cl)cc2Cl)on1)N1CCOCC1 | -9% | -6% | 0% | -3% | 1% | -35% | 0.2 | 23 | -3
CC(=O)Nc1ccc(S(=O)(=O)Nc2cccc(-c3ccc(N4CCCCCC4)nn3)c2)cc1 | -2% | -15% | 13% | -9% | -9% | -29% | -0.6 | . | 3
CCC(CO)Nc1ccn2nc(-c3cc(OC)c(OC)c(OC)c3)cc2n1 (centres undefined) | -1% | 26% | . | . | 3% | . | . | . | 3
COC(=O)c1[nH]c2ccc(C)cc2c1NC(=O)CN1CCc2cc(OC)c(OC)cc2C1 | -6% | -9% | 8% | 1% | -5% | -5% | -0.9 | -34 | -2
Cn1c(CNC(=O)c2ccco2)nnc1SCC(=O)Nc1c(F)cc(F)cc1Br | -5% | 1% | -7% | 10% | 1% | 6% | 0.8 | 2 | 0
O=C(NC1CC1)C1C2C3C4CC5C3C5C4C12 (centres undefined) | 0% | -9% | . | -8% | -1% | 7% | 1.6 | 1 | -4
O=c1cc[nH]c2cc(Cl)ccc12 | -3% | 0% | 10% | 6% | 1% | -3% | 0.7 | -23 | 0
O=C1CN(C(=O)c2ccc(S(=O)(=O)N3CCCCC3)cc2)C(c2ccc(F)cc2)c2cc(Br)ccc2N1 (centres undefined) | -4% | 1% | -8% | -3% | 1% | 26% | 21 | . | 0
CC(=Cc1ccccc1)C=C1SC(=S)N(CCCC(=O)Nc2ccc(C(=O)O)c(O)c2)C1=O | 4% | ? | . | . | 2% | . | . | . | -4
Cc1ccc(N2C(=O)c3n[nH]c(C)c3C2c2ccco2)cc1 (centres undefined) | 1% | -6% | -11% | 0% | -2% | -6% | 0.5 | 20 | -3
COc1ccccc1Oc1nc2ccccn2c(=O)c1/C=C(\C#N)C(=O)Nc1c(C)n(C)n(-c2ccccc2)c1=O | 0% | -7% | -1% | -17% | 0% | -4% | -0.1 | -11 | 7
CC(C)(C)c1ccc(CSc2ccc(S(=O)(=O)N3CCOCC3)cn2)cc1 | -8% | ? | 0% | -14% | 1% | -3% | 0.0 | 22 | -7
CCOc1ccc(CCNC(=O)C2CCCN(S(C)(=O)=O)C2)cc1OCC (centres undefined) | 4% | 4% | 1% | 1% | -6% | 5% | -0.1 | -4 | -13
CCCOc1ccc(-c2c(C(=O)N/N=C/c3ccccc3OCC)nnn2-c2nonc2N)cc1 | -3% | 18% | 0% | -9% | -12% | -33% | -0.1 | 28 | 0
COc1ccc(-c2nnn(CC#N)n2)cc1OC | 1% | ? | 2% | 4% | 1% | -13% | -0.3 | -11 | 1
CCN(CC(=O)N1CCOCC1)S(=O)(=O)c1ccc(F)cc1 | 0% | ? | 1% | -2% | 7% | -13% | -0.5 | -9 | -11
COc1ccc(CN2CCCC(C(=O)c3ccc(Cl)cc3)C2)cc1Cn1cccn1 (centres undefined) | -1% | -7% | 4% | 13% | -1% | -2% | 1.1 | 13 | 0
CCOc1ccc(-n2ccnc(SCC(=O)NC3CCCC3)c2=O)cc1 | -2% | -11% | -3% | 3% | 0% | 5% | -0.9 | -30 | 0
COc1cccc(C=N[C@@H](CO)[C@@H](O)c2ccc([N+](=O)[O-])cc2)c1O | 0% | 4% | 10% | -5% | 0% | 10% | . | . | 2
Nc1ccc2c(c1)CCC2=O | -2% | -12% | -6% | -24% | -9% | 10% | . | . | -7
O=C(NC1CCCC1)C1CCN(c2cnccn2)CC1 | 2% | -8% | 7% | 4% | 1% | 12% | . | . | -1
Cc1ccc(S(=O)(=O)N2CCC(C(=O)NN3CCCCC3)CC2)cc1 | -4% | -3% | 5% | 1% | 1% | 11% | 0.3 | 1 | -13
Cc1cccc(C)c1NC(=O)CN1CCC(Cc2ccccc2)CC1 | -6% | 1% | . | . | 1% | . | . | . | 0
O=C(NC1CCCCC1)c1cccc2c(-c3ccc(F)c(F)c3)coc12 | 1% | -10% | . | . | 1% | . | . | . | -4
Cc1ccnc(NC(=O)c2cc(-n3cnnc3)ccc2Cl)c1 | -1% | -13% | -8% | 1% | -1% | -16% | -0.1 | 3 | -4
O=C1N=C(N2CCCC2)S/C1=C\C=C\c1ccccc1 | -9% | 31%[activator] | 12% | 1% | -12% | -19% | -0.3 | 18 | -1
Cn1c(NN)nc2sc3c(c2c1=O)CCC3 | 2% | 326%[activator] | -4% | -7% | -14% | -9% | 0.3 | 0 | -3
CCOC(=O)Cc1c(C)nc2c(-c3ccccc3)c(-c3ccccc3)[nH]n2c1=O | -1% | 27% | -7% | 1% | -1% | 24% | -0.8 | 10 | 3
COc1ccccc1CC(=O)NCc1ccc2c(c1)OCO2 | 3% | -16% | -3% | 6% | 1% | 32% | -2.6 | -6 | -10

Single records, from the list above. Order of values: GRP78 ERSR act, ALOX12 inh, ERG-DNA inh, Vif-APOBEC3F blk, Vif-APOBEC3G blk, RGS4 inh, D2 ag, D2 antag, LDHA inh
`COc1ccc(CN2CCCC(C(=O)c3ccc(Cl)cc3)C2)cc1Cn1cccn1` (centres undefined) is listed as -1%, -7%, 4%, 13%, -1%, -2%, 1.1, 13, 0
`O=C1N=C(N2CCCC2)S/C1=C\C=C\c1ccccc1` is listed as -9%, 31%[activator], 12%, 1%, -12%, -19%, -0.3, 18, -1

Source: PubChem (National Center for Advancing Translational Sciences (NCATS))

These rows are one share of the data, so the mix of outcomes need not match the whole.
